Bioassay records (PubChem)
NF-kB neuron act: activators of NF-kB expression in neurons, primary screen, cell-based, HTS | fold change at 12.5 µM | AID 1239, 2008 | human neuronal cells, NF-kB reporter expression; hits give high values | 1.6% of 190,000 active; in the data active means fold change above about 3.3
Redox H2O2 prof: compounds producing H2O2 with reducing agent – biochemical, NIH compound library profiling, artefact control for MLSCN library redox annotation, primary screen | DTT-dependent redox cycling H2O2, phenol red/HRP absorbance; 100% = 100 µM peroxide control, 0% = buffer | activation, % at 10 µM | 0.03% of 200,000 active;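 active means activation of at least 50% relative to the plate's high and low controls in the primary single-dose screen; inactive means activation below 50%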;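 further: compound incubated with DTT at 0.8 mM final as the reducing agent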
STAT3 activator: IL-6 driven STAT3 reporter potentiators, primary screen, U3A cells, luciferase, luminescence, MLSCN library | IL-6 STAT3-luciferase reporter; 100% = signal with IL-6 EC80 alone | activation (% of control), % at 5.6 µM | 0.91% of 190,000 active | AID 871, 2007;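 active means activation above the screen-wide mean of compound activation plus 3 SD, cut at about 130% in these data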;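 further: 0% = background luminescence of wells with medium and substrate only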
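Material: human STAT1-deficient U3A cells with stable STAT3-luciferase reporter / Probe or stimulus: IL-6 stimulus at 33 ng/mL final / Schedule: 1 h compound pre-exposure, 6 h IL-6 stimulation, 37 °C / Technique: luminescence / Read-out basis: percent of IL-6-only median luminescence / Control set: IL-6-only high control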
STAT1 activator: STAT1 signaling activators, primary screen, cell-based, HTS, luciferase reporter | NIH 3T3 STAT1-luciferase reporter, IFN-gamma, luminescence; 100% = IFN-gamma alone, no compound | AID 932, 2007 | 2.6% of 200,000 active | activation (% of control), % at 5.5 µM;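 active means activation above the screen-wide mean activation plus 3 SD, cut at about 130% in these data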;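 further: raw ratio to IFN-gamma control signal so 100% means no change and 0% no light; values of inactives mirror those of a sister screen read the other way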
TLR4 MyD88 comp: inhibitors of TLR4-MyD88 association in cells, primary screen, cell-based, HeLa CL3-4, BLA complementation, FRET ratio | 0.18% of 200,000 active | Toll-like receptor 4 (Homo sapiens) + Myeloid differentiation primary response protein … | inhibition, % at 8.4 µM | HeLa CL3-4 TLR4/MyD88 BLA complementation | AID 861, 2007; in the data active means inhibition above about 25%;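 further: 0% = vehicle and 100% = reference inhibitor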
Target sequence (O00206 whole entry, looked up): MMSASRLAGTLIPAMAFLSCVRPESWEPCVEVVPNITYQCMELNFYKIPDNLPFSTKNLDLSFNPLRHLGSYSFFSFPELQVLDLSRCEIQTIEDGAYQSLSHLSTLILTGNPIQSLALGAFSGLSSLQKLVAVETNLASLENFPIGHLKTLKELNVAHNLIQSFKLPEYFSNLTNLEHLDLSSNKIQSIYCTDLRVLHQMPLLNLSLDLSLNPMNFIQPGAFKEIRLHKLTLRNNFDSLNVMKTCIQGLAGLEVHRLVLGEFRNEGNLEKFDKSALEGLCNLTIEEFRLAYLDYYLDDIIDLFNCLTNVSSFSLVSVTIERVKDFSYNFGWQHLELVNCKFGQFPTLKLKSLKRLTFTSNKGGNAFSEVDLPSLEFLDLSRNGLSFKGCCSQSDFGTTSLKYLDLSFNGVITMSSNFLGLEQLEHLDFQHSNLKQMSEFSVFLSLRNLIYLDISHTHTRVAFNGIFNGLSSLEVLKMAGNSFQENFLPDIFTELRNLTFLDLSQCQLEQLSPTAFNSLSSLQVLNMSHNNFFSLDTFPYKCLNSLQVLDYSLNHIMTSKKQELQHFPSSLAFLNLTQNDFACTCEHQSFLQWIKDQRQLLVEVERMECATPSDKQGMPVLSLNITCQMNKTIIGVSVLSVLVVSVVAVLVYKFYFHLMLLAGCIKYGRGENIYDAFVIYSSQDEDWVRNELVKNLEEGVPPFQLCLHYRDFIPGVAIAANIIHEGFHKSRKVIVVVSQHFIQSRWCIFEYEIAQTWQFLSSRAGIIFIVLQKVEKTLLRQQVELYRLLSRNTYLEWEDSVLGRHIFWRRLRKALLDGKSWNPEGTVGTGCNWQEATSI
Target sequence (Q99836 whole entry, looked up): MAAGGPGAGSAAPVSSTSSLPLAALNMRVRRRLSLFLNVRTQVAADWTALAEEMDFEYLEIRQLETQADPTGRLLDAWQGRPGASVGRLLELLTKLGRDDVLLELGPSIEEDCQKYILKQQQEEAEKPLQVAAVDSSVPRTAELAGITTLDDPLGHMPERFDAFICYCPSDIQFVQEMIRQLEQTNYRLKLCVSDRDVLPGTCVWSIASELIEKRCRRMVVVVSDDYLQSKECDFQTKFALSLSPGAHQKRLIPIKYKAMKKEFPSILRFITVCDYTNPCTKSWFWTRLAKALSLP
Efa HMGR inh: inhibitors of E. faecalis class II HMGR, primary screen, biochemical, Enterococcus faecalis | purified E. faecalis HMGR, NADPH absorbance 340 nm kinetic | inhibition, % at 10 µM | HMG-CoA reductase (Enterococcus faecalis, mvaE) | 0.41% of 190,000 active;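 active means inhibition above a set limit, the median over all tested compounds plus 3 SD, cut at about 9.5% in these data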;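 further: enzyme runs in reverse so mevalonate oxidation gives rising NADPH absorbance; 0% = complete reaction with DMSO and 100% = background rate lacking mevalonate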
Hsp70 act: Hsp70 transcriptional activators, primary screen, cell-based, HeLa, Hsp70 promoter luciferase, luminescence, 10 µM | 0.04% of 200,000 active | HeLa Hsp70 promoter luciferase reporter; scaled: vehicle 0, proteasome-inhibitor control 100% | activation, % at 10 µM;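 active means activation above the mean across all tested compounds plus 3 SD, cutoff set per campaign, cut at about 5.5% in these data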;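 further: 100% = MG132 at 30 µM as the positive control and 0% = DMSO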
STAT3 blocker: IL-6 driven STAT3 reporter inhibitors, primary screen, U3A cells, luciferase, luminescence, MLSCN library. inhibition, % at 5.5 µM. IL-6 STAT3-luciferase reporter; host cell line lacks STAT1. 0.89% of 190,000 active;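 active means inhibition above the mean inhibition across all screened compounds plus 3 SD, cut at about 44% in these data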;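 further: 0% = DMSO only wells and 100% = 100 µM nifuroxazide control wells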
STAT1 inh: STAT1 signaling inhibitors, primary screen, cell-based, HTS, luciferase reporter; NIH 3T3 STAT1-luciferase reporter, IFN-gamma, luminescence; inhibition, % at 5.5 µM; 0.35% of 200,000 active; AID 920, 2007;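 active means inhibition above a set limit, the mean inhibition across all tested compounds plus 3 SD, cut at about 34% in these data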;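 further: 0% = IFN-gamma with DMSO and 100% = IFN-gamma with 300 µM nifuroxazide; values of inactives mirror those of a sister screen read the other way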
APP 5'UTR act: activators of APP 5'UTR luciferase reporter, primary screen, SH-SY5Y cells. SH-SY5Y APP 5'UTR luciferase reporter, luminescence; zero percent = DMSO vehicle wells. activation, % at 2 µM. 1% of 190,000 active. AID 1276, 2008;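 active means activation above a set limit, based on mean plus 3 SD of controls, cut at about 140% in these data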; further: values of inactives mirror those of a sister screen read the other way
* = called active by the depositor. This is a random part of the collection; overall some 5.6% were active at least once.

SMILES | NF-kB neuron act | Redox H2O2 prof | STAT3 activator | STAT1 activator | TLR4 MyD88 comp | Efa HMGR inh | Hsp70 act | STAT3 blocker | STAT1 inh | APP 5'UTR act
O=C(Nc1ccc2c(c1)OCO2)NC1(C(F)(F)F)Oc2ccccc2O1 | 1.4 | 0.2 | 106 | 102 | 0 | -1 | -0.3 | -3 | -2 | 7
COc1ccccc1CNC(=O)c1ccc(Br)o1 | 1.6 | 0.0 | 99 | 108 | -8 | 0 | -0.2 | -2 | -8 | 24
Cc1ncc([N+](=O)[O-])n1CC(=O)NCCc1ccccc1 | 1.1 | 9.1 | 100 | 104 | 0 | -6 | -0.3 | 4 | -6 | -22
Cc1ccc(NC(=O)C(SCC(=O)O)c2ccccc2)cc1C (configuration not stated) | 1.3 | 0.8 | 107 | 104 | 3 | 2 | -0.2 | -5 | -5 | -1
Cc1ccc(CNC(=O)COc2ccc3c(c2)CCC3)cc1 | 1.2 | -0.3 | 100 | 101 | 4 | 0 | -0.3 | -2 | 2 | -13
CCc1sc(N(C(=O)Cc2ccccc2)c2ccc(F)cc2)nc1-c1ccccc1 | 0.97 | 0.3 | 107 | 96 | -10 | -3 | 0.2 | -11 | 5 | 7
Cc1ccc(CN2CCSc3ccc(C(=O)NCc4ccco4)cc32)cc1 | 1.1 | -0.1 | 106 | 100 | 13 | -1 | 0.1 | -5 | -1 | 14
O=C(NCc1cccnc1)c1cccc2c1C(=O)N(C1CCCCC1)C2 | 0.77 | -2.3 | 116 | 105 | 4 | -8 | -0.4 | -12 | -4 | 0
Nc1nc(-c2cccs2)cs1 | 1.1 | 2.3 | 122 | 117 | 1 | -4 | 0.1 | -21 | -19 | 6
O=C(CNC(=O)c1cccs1)OCC(=O)c1ccc2ccccc2c1 | 1 | 0.8 | 97 | 100 | -9 | -2 | -0.3 | 8 | 0 | -8
CC(/C=C/c1ccccc1)=N/NC(=O)c1cc([N+](=O)[O-])cc([N+](=O)[O-])c1 | 1.1 | -0.2 | 98 | 93 | -18 | -3 | 0.0 | 1 | 8 | -39
COc1cccc(-c2csc(N3CCN(C(=S)Nc4ccccc4)CC3)n2)c1 | 1.3 | 1.9 | 87 | 96 | 8 | -5 | 0.0 | 17 | 4 | 23
CCCCCCCCCCCCOC1OC(CO)C(O)C(O)C1NC(C)=O (configuration not stated) | 1.1 | 0.1 | 98 | 99 | -1 | -4 | 0.2 | 3 | 1 | 2
COc1ccccc1OCCOc1ccccc1/C=N/n1cnnc1 | 1.1 | 0.2 | 110 | 108 | -8 | -2 | -0.3 | -8 | -11 | 8
N#Cc1cnc(SCC(=O)Nc2ccccc2C(F)(F)F)nc1N | 1.1 | 0.3 | 109 | 95 | 1 | 0 | -0.2 | -7 | 5 | -4
O=[N+]([O-])c1ccc(/C=N/n2cnc3ccccc32)s1 | 0.68 | 0.1 | 102 | 95 | 10 | -3 | -0.2 | -6 | 6 | -6
CCN1/C(=C/c2cc[n+](CCCS(=O)(=O)[O-])c3ccccc23)Sc2ccccc21 | 0.78 | -2.7 | 99 | 98 | -3 | -12 | 0.1 | 4 | 1 | 12
COc1ccccc1/C=C/C(=O)NCC(=O)N/N=C/c1ccccc1[N+](=O)[O-] | 0.78 | -0.4 | 108 | 101 | 1 | -5 | -0.2 | 2 | -3 | 10
CC1Cc2nc(SCC(=O)NCc3ccco3)n(-c3ccccc3)c(=O)c2S1 (configuration not stated) | 1.1 | -0.3 | 103 | 99 | -5 | -9 | -0.4 | -4 | 3 | 1
Cc1cc(/C=N/n2cnnc2)c(C)n1-c1ccc(OCc2ccc(Cl)cc2Cl)cc1 | 0.46 | 2.5 | 51 | 64 | 1 | 0 | -0.4 | 61* | 40* | -51

Record cards (already shown). Order of values: NF-kB neuron act	Redox H2O2 prof	STAT3 activator	STAT1 activator	TLR4 MyD88 comp	Efa HMGR inh	Hsp70 act	STAT3 blocker	STAT1 inh	APP 5'UTR act
Cc1ccc(CN2CCSc3ccc(C(=O)NCc4ccco4)cc32)cc1 is listed as 1.1	-0.1	106	100	13	-1	0.1	-5	-1	14
Cc1ccc(NC(=O)C(SCC(=O)O)c2ccccc2)cc1C (configuration not stated) is listed as 1.3	0.8	107	104	3	2	-0.2	-5	-5	-1

Following part
SMILES | NF-kB neuron act | Redox H2O2 prof | STAT3 activator | STAT1 activator | TLR4 MyD88 comp | Efa HMGR inh | Hsp70 act | STAT3 blocker | STAT1 inh | APP 5'UTR act
CCOc1ccccc1NC(=O)c1cc(C(=O)c2cc(OC)ccc2O)coc1=N | 0.89 | -0.2 | 106 | 97 | 6 | -6 | -0.2 | -2 | 4 | 9
CC(=O)c1nn(-c2cccc(Br)c2)cc1C(=O)c1cccc2ccccc12 | 1.1 | 0.4 | 106 | 99 | 14 | -1 | 0.0 | -6 | 1 | 2
Cc1cccc(NC(=S)NCC(c2ccccc2)N(C)C)c1 (configuration not stated) | 0.7 | -0.2 | 104 | 92 | -20 | -3 | -0.1 | 6 | 7 | -3
CC(C)(C)n1ncc2c(=O)n(CC(=O)N3CCCCC3)cnc21 | 0.97 | -0.1 | 108 | 108 | -9 | -1 | 0.4 | 1 | -9 | 8
Cc1ccccc1N1C(=O)CC(N2CCC(C(N)=O)CC2)C1=O (configuration not stated) | 0.96 | -0.2 | 103 | 108 | 7 | -1 | 0.2 | -2 | -8 | 4
CC(=O)NC(=S)Nc1ccc2oc(-c3cc(F)c(F)cc3Cl)nc2c1 | 2.4 | -1.4 | 132 | 115 | 14 | -3 | 0.2 | -34 | -16 | 170*
CCNC(=S)N(CCc1c(C)[nH]c2ccc(Cl)cc12)Cc1ccco1 | 1 | -2.5 | 97 | 94 | -14 | -4 | -0.5 | 4 | 5 | 6
O=C(O)CCn1cc(/C=C/C(=O)c2ccc(Cl)cc2)c(-c2ccc(Br)cc2)n1 | 0.94 | 0.1 | 79 | 96 | -1 | -13 | -0.2 | 28 | 4 | 3
O=C(c1ccc(=O)[nH]c1)N(Cc1cccs1)C1(C(=O)NC2CCCC2)CCCCC1 | 0.93 | -0.7 | 106 | 92 | 10 | -2 | -0.2 | -9 | 8 | -10
COc1ccc(NC(=O)CCCSc2nc(-c3ccco3)cc(C(F)(F)F)n2)cc1OC | 0.98 | 0.7 | 94 | 94 | -13 | -4 | -0.2 | 10 | 9 | -4
COc1ccc(CN2CCNC(=O)C2CC(=O)N(C)Cc2ccon2)c(OC)c1 (configuration not stated) | 1.6 | -1.2 | 102 | 105 | 0 | -4 | 0.1 | 0 | -7 | -4
O=C1CC(/C=C/c2cccnc2)=Nc2ccccc2N1 | 1.8 | -2.1 | 98 | 94 | 0 | -1 | -0.1 | 2 | 7 | 24
Cc1cc(C)c(S(=O)(=O)Nc2ccnc(-c3cccnc3)n2)c(C)c1 | 1.1 | -1.5 | 106 | 101 | -5 | -3 | -0.1 | -5 | -1 | 6
N=c1c2c(-c3ccccc3)c(-c3ccccc3)n(Cc3ccco3)c2ncn1CCCn1ccnc1 | 0.75 | 0.3 | 106 | 100 | 6 | -2 | 0.2 | 2 | 0 | -18
CC(=O)Nc1ccc(S(=O)(=O)/N=C2\SCCN2S(=O)(=O)c2ccc(NC(C)=O)cc2)cc1 | 1.4 | 2.4 | 99 | 102 | 3 | 5 | -0.1 | 6 | -2 | -6
Cc1nn(C)c(C(=O)Nc2ccc(Cn3cccn3)cc2)c1[N+](=O)[O-] | 1.1 | 0.5 | 101 | 96 | 1 | -1 | 0.0 | 2 | 4 | -4
CC(=O)Nc1ccc(S(=O)(=O)N2CCN(C(=O)c3cccnc3)CC2)cc1 | 0.92 | 2.1 | 102 | 99 | 1 | -4 | -0.3 | 1 | 1 | -14
Cc1ccc(N=C2NC(=O)/C(=C\c3cccs3)S2)cc1C | 1.3 | -0.5 | 98 | 108 | -10 | -3 | 0.2 | 0 | -9 | 20
Cc1cc(=O)oc2cc(NC(=O)CCCC(=O)O)ccc12 | 1.4 | -2.7 | 96 | 101 | 1 | 3 | -0.2 | 8 | -1 | -35
COc1ccccc1NC(=O)c1ccc(-c2ccccc2[N+](=O)[O-])o1 | 1.9 | 0.1 | 91 | 150* | -4 | -4 | 0.2 | 13 | -56 | 46
O=c1[nH]c2ccc(S(=O)(=O)N3CCCCC3)cc2[nH]1 | 1.1 | -0.4 | 101 | 99 | -1 | -4 | -0.6 | 2 | 1 | 14
COc1ccc(-c2nnnn2CCc2ccccc2)cc1 | 1.5 | -1.3 | 100 | 103 | -10 | -3 | 0.5 | 3 | -3 | 8
O=C(CSc1nc2ccc(N3CCOCC3)cc2c(=O)n1CCc1ccccc1)NCC1CCCO1 (configuration not stated) | 0.66 | -0.3 | 108 | 113 | 0 | -3 | 0.0 | 4 | -15 | 11
O=[N+]([O-])c1ccc(-c2cnc(SC(c3ccccc3)c3ccccc3)[nH]2)cc1 | 1.1 | 0.9 | 97 | 102 | 9 | -3 | 0.5 | 8 | -2 | 1
O=C(NCc1cccnc1)c1nn2cccnc2c1Cl | 1.2 | -1.3 | 100 | 105 | -11 | -1 | 0.1 | 4 | -7 | 4
Cn1c(CCN2CCN(c3ccc(F)cc3)CC2)nc2cc(NC(=O)c3ccco3)ccc21 | 0.96 | 0.1 | 85 | 99 | 3 | -1 | -0.1 | 22 | 1 | 1
CC(C)c1cc(CN2CCN(Cc3ccc(F)c(F)c3)C(CCO)C2)[nH]n1 (configuration not stated) | 1.1 | -1.2 | 97 | 92 | -9 | 1 | 0.1 | 5 | 9 | -5
O=C(NCCNC(=O)c1cc(OCC(F)(F)F)ccc1OCC(F)(F)F)Nc1cccc(C(F)(F)F)c1 | 1.1 | 2.0 | 97 | 98 | 6 | 0 | -0.4 | 10 | 2 | -13
Nc1ccc(Oc2ccc(Br)cc2)cc1 | 3.5* | 0.6 | 90 | 100 | 1 | -4 | 0.2 | 14 | 0 | -12
Cc1cccnc1NC1OC(=O)c2ccccc21 (configuration not stated) | 1 | 7.8 | 108 | 99 | -6 | 1 | 0.1 | -8 | 2 | -9
CN1CCN(c2ccc(S(=O)(=O)N3CCCCC3)cc2NC(=O)c2ccc3ccccc3c2)CC1 | 0.48 | 0.2 | 89 | 106 | 1 | -2 | -0.3 | 14 | -6 | 3
CCC1(CC)C(=O)N(C)C(=O)NC1=Nc1ccccc1 | 1.1 | 2.5 | 102 | 101 | 4 | 0 | -0.1 | 4 | -1 | -17
O=C(/C(=C/c1cccc(Cl)c1)c1nc2ccccc2[nH]1)c1ccccc1 | 1.6 | 0.9 | 98 | 103 | -1 | -2 | -0.4 | -3 | -3 | 41
C=CCn1cccc(C(=O)Nc2ccc(OC)cc2OC)c1=O | 1.4 | 0.9 | 93 | 106 | -13 | -1 | 0.1 | 16 | -6 | 2
